# TRHR PAM: allosteric enhancers of human TRH receptor. P34981. AID 493056. enhancement, % at 2 µM. actives 0.66% (n = 360,000). TRHR cells, fluo-8 calcium fluorescence, EC20 TRH enhancement; in the data active = enhancement above about 30%; note: 0% is about no effect
# Target sequence (P34981 whole entry, looked up): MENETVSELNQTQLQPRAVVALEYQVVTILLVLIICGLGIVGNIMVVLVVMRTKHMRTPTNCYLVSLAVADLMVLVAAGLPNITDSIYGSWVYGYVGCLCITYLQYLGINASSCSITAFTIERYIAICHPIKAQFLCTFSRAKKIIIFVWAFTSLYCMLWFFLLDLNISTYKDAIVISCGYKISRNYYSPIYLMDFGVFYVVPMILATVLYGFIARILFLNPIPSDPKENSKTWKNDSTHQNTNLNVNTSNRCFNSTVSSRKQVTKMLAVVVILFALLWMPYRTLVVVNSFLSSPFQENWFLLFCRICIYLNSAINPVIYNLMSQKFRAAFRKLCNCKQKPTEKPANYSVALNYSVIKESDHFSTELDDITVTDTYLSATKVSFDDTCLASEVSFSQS
#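 TRHR-expressing cells loaded with fluo-8 calcium dye were read kinetically (ex 480/em 530) during compound addition, then stimulated with an EC20 of TRH (10 nM final). Enhancement of the Gq-mediated intracellular calcium response was scored.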
# D1 potentiator: enhances dopamine response at the human D1 receptor; P21728; HEK293 TREx D1 cells, calcium flux, dopamine EC20 potentiation; potentiation, % at 10 µM; actives 0.036% (n = 360,000); in the data active = potentiation above about 30%; note: 0% is about no effect
# D1 antag: antagonists of human D1 dopamine receptor; P21728; AID 504652; activity change, negative = inhibition, % at 10 µM; HEK293 TREx D1 cells, calcium flux, dopamine EC80; active compounds read low; actives 3.2% (n = 360,000); in the data active = activity change below about -30%; note: % is set by controls: 0 for no effect and ±100 for the full control effect
#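 Tetracycline-induced HEK293 T-REx cells with force-coupled D1 receptor were loaded with a no-wash calcium dye. Compound was added after a 10 s baseline and read kinetically for 180 s; EC80 dopamine was then added and calcium flux followed another 180 s.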
# RXFP1 antagonist: antagonists of human relaxin receptor RXFP1 | Q9HBX9 | HEK293-RXFP1, relaxin-stimulated cAMP HTRF, 30 min; active compounds read low | activity change, negative = inhibition, % at 57.5 µM | actives 0.59% (n = 350,000) | AID 1259400;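 active = activity change of -60% or lower, but not beyond a set lower limit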; note: % is set by controls: 0 for no effect and ±100 for the full control effect
# D2 agonist: activates the human D2 dopamine receptor; P14416; activation, % at 2 µM; actives 0.53% (n = 340,000); HEK293 T-REx D2 cells, calcium flux agonist mode; AID 485358;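 active = activation over 3 SD above normal in the single-dose calcium agonist read, cut at about 30% in these data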; note: 0% is about no effect
# Target sequence (P14416 whole entry, looked up): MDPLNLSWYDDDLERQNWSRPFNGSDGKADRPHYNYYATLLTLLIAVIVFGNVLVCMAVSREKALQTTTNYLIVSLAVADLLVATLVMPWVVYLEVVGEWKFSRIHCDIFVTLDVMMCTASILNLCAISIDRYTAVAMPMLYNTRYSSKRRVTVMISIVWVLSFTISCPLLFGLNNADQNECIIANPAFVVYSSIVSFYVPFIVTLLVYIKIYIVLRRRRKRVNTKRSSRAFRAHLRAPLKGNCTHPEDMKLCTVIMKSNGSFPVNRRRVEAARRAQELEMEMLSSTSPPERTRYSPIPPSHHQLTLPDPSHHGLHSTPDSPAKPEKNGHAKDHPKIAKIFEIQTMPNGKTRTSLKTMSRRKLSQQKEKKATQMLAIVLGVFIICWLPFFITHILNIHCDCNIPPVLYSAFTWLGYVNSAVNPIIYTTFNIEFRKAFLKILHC
#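 Agonism scored from kinetic calcium signal (1 read/sec, 180 s) following compound pin transfer, after a 10 s baseline. Cells: HEK293 Trex line expressing inducible D2 receptor coupled to calcium, dye-loaded after overnight culture at 30 C.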
# D2 antag: antagonizes the human D2 dopamine receptor. HEK293 TREx D2 cells, calcium flux, dopamine EC80. actives 2% (n = 340,000). inhibition, % at 10 µM. P14416; in the data active = inhibition above about 30%; note: 0% is about no effect
#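 Overnight-induced (tetracycline, 30 C) HEK293 T-REx cells carrying force-coupled D2 receive a no-wash calcium dye, then compound, then EC80 dopamine at 180 s; signals are read kinetically throughout.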
# D1 agonist: human D1 receptor agonism. P21728. activation, % at 2 µM. actives 1% (n = 360,000). HEK293 T-REx D1 cells, calcium flux, agonist mode. AID 504660; note: 0% is about no effect
#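 Agonism was scored from calcium flux recorded over 180 s (1 read/s) after pintool compound addition, following a 10-cycle baseline. Cells were inducible force-coupled HEK293 TREx D1, plated overnight at 30 C and loaded with no-wash calcium dye.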
# TRHR agonist: agonists of human TRH receptor; P34981; TRHR cells, calcium flux fluo-8, FDSS agonist mode; activation, % at 2 µM; actives 0.18% (n = 360,000); AID 493084; note: 0% is about no effect
#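 In this calcium-flux screen, cells bearing human TRHR are dye-loaded with fluo-8, baselined for 10 cycles, then exposed to library compounds; positive kinetic calcium responses during the agonist phase mark hits, with TRH as control.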
# D2 potentiator: positively modulates the human D2 dopamine receptor allosterically; HEK293 T-REx D2, calcium flux, EC20 dopamine potentiation; potentiation, % at 10 µM; actives 0.34% (n = 340,000); AID 485347;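 active = potentiation over 3 SD above the plate norm, cut at about 30% in these data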; note: 0% is about no effect
#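 Using a no-wash calcium dye in inducible, force-coupled HEK293 Trex cells expressing D2, we tracked fluorescence each second for 180 s after compound, then for 180 s after EC20 dopamine to detect augmented signalling.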
# * = called active by the depositor; . = not tested or not shown. Cut-off read from the data, not from the text of the source, unless noted: active = activation above about 30%; inactive = the rest.
Molecule	TRHR PAM	D1 potentiator	D1 antag	RXFP1 antagonist	D2 agonist	D2 antag	D1 agonist	TRHR agonist	D2 potentiator
O=C(c1ccc(Br)s1)N1CCCC1	5	0	2	29	-0.7	11	0	-0.9	1
COc1ccc(C2=NOC(C(=O)NCc3cccnc3)C2)cc1OC (stereo not drawn)	-8	-7	-7	-7	0.8	-8	2	0.3	6
O=C(c1ccccc1)N1CCN(c2ccc(Cl)cc2)CC1	-1	-5	-1	7	0.1	-15	14	-0.5	0
O=C(CSc1nc2ccc(Cl)cc2[nH]1)Nc1ccc2[nH]c(=O)[nH]c2c1	2	0	4	-8	-0.3	12	4	0.0	-6
CC(=O)c1ccc(NC(=O)CN2CCN(CC(=O)Nc3ccc(C(C)=O)cc3)CC2)cc1	-6	6	16	-3	1.7	14	0	0.1	-1
Clc1cc2c(nn1)Nc1ccccc1S2	0	-1	-3	-1	0.7	-7	1	-0.3	9
Cc1nc(NC2=NCN(CCCN3CCOCC3)CN2)nc2c(C)cccc12	12	3	-14	-24	0.5	2	1	0.7	-18
O=C(Nc1ccc(-c2nnn(CC(=O)N3CCN(C(=O)c4ccco4)CC3)n2)cc1)c1ccccc1F	-4	-3	-13	.	1.3	-8	10	-0.2	6
Cc1ccc2nc(NC(=O)CSc3nc4ccccc4o3)sc2c1	-4	2	16	-1	-0.9	14	3	-0.4	-6
O=C(Cn1cc(SCc2ccc(F)cc2)c2ccccc21)N1CCOCC1	6	-4	-15	-7	.	.	5	-0.2	.
CC(=O)c1ccc(NC(=O)Cn2c(=O)c3cccn3c3ccccc32)cc1	-15	-3	0	-4	-0.3	.	8	0.2	-16
O=C(NCCCn1ccnc1)C(=O)NCc1ccc(Cl)cc1	3	0	-21	-1	0.6	2	0	0.0	4
O=C(/C=C/Sc1ccccc1)c1ccc(Cl)cc1	-1	1	5	-10	0.9	-4	6	0.9	-2
COc1ccc(-c2c(=O)n(OC)c3ccccc3[n+]2[O-])cc1OC	4	3	-10	2	-0.3	-7	2	1.6	8
CC(NC(=O)Nc1ncccn1)(C(F)(F)F)C(F)(F)F	0	5	9	1	-0.7	-7	4	2.1	-2
COc1cc(NC(=O)Cc2c(C(=O)O)n(C)c3ccccc23)cc(OC)c1OC	-5	-10	-106*	20	.	.	1	0.2	.
Cc1cc2oc3c(c(=O)c2cc1C)C1(C(=O)N(C)c2ccccc21)N(CCO)C3=O (stereo not drawn)	1	1	7	.	1.9	.	0	-0.2	8
O=C(CCCCCNC(=O)N1CCn2c1nc1ccccc12)N[C@@H](C(=O)O)c1ccccc1	25	2	9	.	-0.5	-18	0	-0.5	17
C=CCC1(C#N)C(=S)NC(C)=C(C(=O)OCC)C1c1ccccc1 (stereo not drawn)	5	7	-17	0	.	.	2	-0.7	.
CCCc1nc(N)nc2c1C(=O)CC(C)(C)C2	8	-1	2	-28	0.5	0	1	0.1	-2

# 14 entries out of the list, sorted by count of non-hydrogen atoms, ascending.
Molecule	TRHR PAM	D1 potentiator	D1 antag	RXFP1 antagonist	D2 agonist	D2 antag	D1 agonist	TRHR agonist	D2 potentiator
Clc1cc2c(nn1)Nc1ccccc1S2	0	-1	-3	-1	0.7	-7	1	-0.3	9
CCCc1nc(N)nc2c1C(=O)CC(C)(C)C2	8	-1	2	-28	0.5	0	1	0.1	-2
O=C(/C=C/Sc1ccccc1)c1ccc(Cl)cc1	-1	1	5	-10	0.9	-4	6	0.9	-2
CC(NC(=O)Nc1ncccn1)(C(F)(F)F)C(F)(F)F	0	5	9	1	-0.7	-7	4	2.1	-2
O=C(NCCCn1ccnc1)C(=O)NCc1ccc(Cl)cc1	3	0	-21	-1	0.6	2	0	0.0	4
C=CCC1(C#N)C(=S)NC(C)=C(C(=O)OCC)C1c1ccccc1 (stereo not drawn)	5	7	-17	0	.	.	2	-0.7	.
O=C(CSc1nc2ccc(Cl)cc2[nH]1)Nc1ccc2[nH]c(=O)[nH]c2c1	2	0	4	-8	-0.3	12	4	0.0	-6
CC(=O)c1ccc(NC(=O)Cn2c(=O)c3cccn3c3ccccc32)cc1	-15	-3	0	-4	-0.3	.	8	0.2	-16
Cc1nc(NC2=NCN(CCCN3CCOCC3)CN2)nc2c(C)cccc12	12	3	-14	-24	0.5	2	1	0.7	-18
COc1cc(NC(=O)Cc2c(C(=O)O)n(C)c3ccccc23)cc(OC)c1OC	-5	-10	-106*	20	.	.	1	0.2	.
Cc1cc2oc3c(c(=O)c2cc1C)C1(C(=O)N(C)c2ccccc21)N(CCO)C3=O (stereo not drawn)	1	1	7	.	1.9	.	0	-0.2	8
CC(=O)c1ccc(NC(=O)CN2CCN(CC(=O)Nc3ccc(C(C)=O)cc3)CC2)cc1	-6	6	16	-3	1.7	14	0	0.1	-1
O=C(CCCCCNC(=O)N1CCn2c1nc1ccccc12)N[C@@H](C(=O)O)c1ccccc1	25	2	9	.	-0.5	-18	0	-0.5	17
O=C(Nc1ccc(-c2nnn(CC(=O)N3CCN(C(=O)c4ccco4)CC3)n2)cc1)c1ccccc1F	-4	-3	-13	.	1.3	-8	10	-0.2	6

# The list continues:
Molecule	TRHR PAM	D1 potentiator	D1 antag	RXFP1 antagonist	D2 agonist	D2 antag	D1 agonist	TRHR agonist	D2 potentiator
COc1ccccc1CNC(=O)c1ccc(OCC2CCCO2)cc1 (stereo not drawn)	8	8	30	12	-0.1	-4	4	0.2	-2
CC(C)(C)c1cc(CCC(=O)N2CCC2)cc(C(C)(C)C)c1O	-3	-21	-13	-15	0.7	-9	7	1.7	-11
COC(=O)c1c(NC(C)=O)sc(C(=O)Nc2ccccc2OC)c1C	19	2	-7	-5	-0.3	-4	3	1.4	10
O=c1cc(-c2ccc3c(c2)OCCO3)oc2ccc(Cl)cc12	-2	-7	-11	17	-1.6	-7	2	1.5	-7
Cn1ccc(=S)c2ccccc21	2	1	-8	11	5.6	5	3	0.3	1
Cn1c(=O)n(CCc2ccccc2)c(=O)c2c1nc1n2CCCN1c1ccccc1	9	-9	3	-18	0.4	-3	2	0.1	-5
CC(=O)c1nn(-c2cccc(Br)c2)cc1C(=O)c1ccc(Cl)cc1	0	2	-7	5	0.8	1	4	-0.3	2
COCCCNC(=O)Cn1c(=O)n(Cc2ccccc2Cl)c(=O)c2cc(OC)c(OC)cc21	-2	-6	-4	9	0.9	6	0	-0.6	-8
CSc1ccc(-c2cccc([N+](=O)[O-])c2)nn1	1	6	-5	-6	-0.8	-3	1	-0.2	7
COc1ccc(-c2cc(C(F)(F)F)nc(SCC(=O)N(C)Cc3ccccc3)n2)cc1OC	-15	-4	6	.	.	.	1	-0.4	.
COc1cccc(C(=O)C2CCCN(Cc3cccn3-c3ccccn3)C2)c1 (stereo not drawn)	-1	-6	-32*	-24	0.8	28	26	0.3	-18
CCOCC(=O)Nc1cc([N+](=O)[O-])ccc1OC	-7	3	5	5	0.8	1	0	-0.8	10
c1ccc2c(c1)oc1c(NCCN3CCOCC3)ncnc12	2	1	4	-11	-0.5	-15	2	0.3	-3
Cc1cccc(N2CC(O)(c3cccs3)[N+]3=C2CCCC3)c1 (stereo not drawn)	0	0	-3	-10	-0.2	13	2	0.7	-15
O=C(NCCN1CCOCC1)C1CCN(c2nc3ccccc3o2)CC1	0	4	-2	-28	0.3	8	2	0.0	-4
CN(CC(=O)Nc1cccc(F)c1)CC(=O)N(C)CC(=O)Nc1ccccc1Br	5	2	23	-14	-0.7	-10	1	-0.4	7
O=C(NC(=S)N1CCN(C/C=C/c2ccccc2)CC1)c1c(F)cccc1F	-3	2	-4	-29	-0.2	-12	4	-0.3	-3
COc1ccc([C@@H]2CC=C(C(=O)O)[C@H](c3ccc(F)cc3)N2S(=O)(=O)c2ccccc2C)cc1	0	-4	2	.	-0.3	-6	0	-0.1	3
O=C(COc1ccc([N+](=O)[O-])cc1)Nc1cccnc1	4	-1	4	-4	-0.1	-6	0	-0.1	5
CCOc1ccc(CCNC(=O)C2(c3ccccc3)CC2)cc1OCC	4	10	-24	2	1.3	-4	3	-0.8	-12
Cc1cc(OCC(=O)N2CCC(C(=O)O)CC2)c2c(C)cc(=O)oc2c1	1	-3	17	.	-1.1	4	1	-0.1	-5
Clc1ccccc1-c1ccc(CN2CCN(c3ccccc3)CC2)o1	-2	2	2	-16	1.0	-2	1	0.2	-22
O=C(CN(CCc1ccccc1)C(=O)CNS(=O)(=O)c1ccccc1)NCc1ccco1	4	1	-11	3	0.2	-6	-1	-0.4	8
Cc1cc(C)n(C(C)CC(=O)Nc2ccc(C)c(F)c2)n1 (stereo not drawn)	5	-4	1	-14	0.3	.	1	0.2	-21
CCC(=O)NC(c1ccc(OC)cc1)c1c(O)ccc2ccccc12 (stereo not drawn)	-5	-1	4	0	0.3	-4	5	0.4	10
Cc1ccc(NCc2nc3ccccc3n2C)c(C)c1	1	0	4	-8	0.7	24	2	-0.3	1
O=C(Nc1ccc(OCc2ccccc2)cc1)c1ccccc1	8	-3	-9	-14	2.2	3	2	1.9	5
Cc1nc(C(=O)NNC(=O)c2ccccc2)c(C(F)(F)F)o1	11	1	19	-5	0.0	-10	1	-0.9	5
O=C(Nc1cccnc1)c1ccccc1Oc1ccccc1	-3	-3	-22	-2	-0.5	11	0	0.0	-3
COc1ccccc1NC(=O)c1sc2nc(-c3ccco3)ccc2c1N	-3	-4	-11	0	2.4	4	13	2.6	1
COC(=O)Cc1ccc(NC(=S)NCc2ccc(F)cc2)cc1	1	-2	2	-12	-0.8	7	11	0.0	-4
CC(C)C1C(=O)CC(c2ccccc2)NC1c1ccccc1 (stereo not drawn)	1	-3	-25	-16	0.2	10	6	-0.5	11
Cc1cc(C(=O)O)c(S(C)(=O)=O)s1	5	4	11	-7	-0.5	-3	3	0.3	12
Cn1c(C(=O)N2CCC(C(=O)N3CCN(Cc4ccc5c(c4)OCO5)CC3)CC2)cc2sccc21	-4	6	-16	1	5.2	-13	3	1.3	10

# 3 entries out of the list, sorted by SMILES length, rising:
Molecule	TRHR PAM	D1 potentiator	D1 antag	RXFP1 antagonist	D2 agonist	D2 antag	D1 agonist	TRHR agonist	D2 potentiator
Cc1cc(C(=O)O)c(S(C)(=O)=O)s1	5	4	11	-7	-0.5	-3	3	0.3	12
O=C(Nc1cccnc1)c1ccccc1Oc1ccccc1	-3	-3	-22	-2	-0.5	11	0	0.0	-3
CC(C)C1C(=O)CC(c2ccccc2)NC1c1ccccc1 (stereo not drawn)	1	-3	-25	-16	0.2	10	6	-0.5	11

# Outcome played no part in choosing rows (roughly 7.1% active in at least one column).
